# Htt clearance – mutant huntingtin protein clearance; HeLa Exon1htt(103Q)mCFP, aggregate imaging; zero = plate's median compound well; inhibition, % at 1.5 µM; 47,000 compounds, 0.42% hits; AID 853;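 active means inhibition of aggregate fluorescence above about 70%, also judged a hit by eye on the cell image, limit read from the data, passing the limit was not always enough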;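 further: cells exposed to compound for three days before fixation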
# Htt clearance grain fraction – recorded beside Htt clearance, whose call it bears; fraction fluorescence in grains; measured here: aggregate grain fluorescence fraction; hits give low values;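 scaled fraction of total cell fluorescence in grains with unit not stated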
# Active calls of the source: *.
SMILES,Htt clearance,Htt clearance grain fraction
CCCCC1C(C#N)=C(C)NC2=C1C(=O)CC(C)(C)C2 (stereo not drawn),2,20
Clc1cccc(NCc2nnc(SCc3ccc(Cl)cc3Cl)o2)c1,-14,20
N#CC(c1ccccc1)c1ccc2c(C(F)(F)F)cc(C(F)(F)F)nc2n1 (stereo not drawn),24,16
COc1ccccc1NC(=O)CSc1nnc(CC(=O)Nc2ccccc2)n1C,-17,23
CCOc1cc(C)c(-c2onc(C(F)(F)F)c2-c2csc(C)n2)c(O)c1,39,24
Cc1cc(C(C)(C)C)ccc1OCCn1ccnc1,26,13
CCn1c(SCC(=O)N2CCCc3ccccc32)nnc1-c1c[nH]c2ccccc12,38,11
CCS(=O)(=O)n1nc(-c2ccc(OC)cc2)nc1SC,-18,23
N#Cc1c(N2CCOCC2)nc(-c2ccco2)c2c1CCCC2,-6,43
COc1ccccc1CN(Cc1cc2cc(C)ccc2[nH]c1=O)Cc1nnnn1CC1CCCO1 (stereo not drawn),-30,27
CC1(C)Cc2noc(N)c2C(C)(C)N1OC(=O)c1ccco1,-42,27
CCN1CCN(CC(=O)Nc2ccc3c(c2)OCO3)C(=O)C1=O,17,40
Oc1ccccc1-c1cc(-c2ccco2)[nH]n1,-50,29
CCOC(=O)COc1ccc(S(=O)(=O)N2CCN(c3ccccc3F)CC2)cc1,82*,3.1*
CC(=O)NC1C(=O)Nc2c(C)cc(C)cc21 (stereo not drawn),58,16
c1ccc(-c2nnc3sc(CN4CCc5ccccc54)cn23)cc1,0,19
C=CCSc1nc2c(c(C3CC=CCC3)c1C#N)CCC2 (stereo not drawn),-8,20
Cc1nc2cc(Nc3nnc(-c4ccccc4)c4ccccc34)ccc2n1C,-95,60
Cc1cc(NC(=O)c2c(F)c(F)c(F)c(F)c2F)no1,7,15
Cc1nc(N)sc1-c1csc(Nc2ccccc2)n1,-3,18
Cc1ccc2nc3c(cc2c1)c(NC(=O)c1ccccn1)nn3CC(C)C,1,23
CC12CCC(c3c(C(=O)Nc4nccs4)nn(-c4ccccc4)c31)C2(C)C (stereo not drawn),-8,34
CCOC(=O)/C(C(N)=NCCO)=C(/O)c1ccccc1,23,18
COCC(C)NCc1cccc(OC)c1OC (stereo not drawn),16,33
CCN=C1NN=C(c2ccc(C)cc2)CS1,-7,42

# Ordered by the number under Htt clearance grain fraction (high to low): 3 of the compounds above
SMILES,Htt clearance,Htt clearance grain fraction
COCC(C)NCc1cccc(OC)c1OC (stereo not drawn),16,33
CCS(=O)(=O)n1nc(-c2ccc(OC)cc2)nc1SC,-18,23
Cc1cc(NC(=O)c2c(F)c(F)c(F)c(F)c2F)no1,7,15

# Going on with the list.
SMILES,Htt clearance,Htt clearance grain fraction
CCCN1C2=NS(=O)(=O)CCN2c2ccccc21,0,20
Cc1ccccc1NC(=O)c1cnc2ccccn2c1=O,-32,52
O=C(CCN1CCOCC1)Nc1ccc2c(c1)CCC2,-2,20
Cc1nn(-c2ccc(C(=O)O)cc2)c(N)c1-c1ccccc1,-33,54
COC(=O)C(NC(=O)COc1ccccc1)(Nc1nc2c(s1)CCCC2)C(F)(F)F (stereo not drawn),-22,24
CCOc1cccc(-c2nc(C(N)=O)c3[nH]c(=O)n(-c4cccc(Cl)c4)c3n2)c1O,18,26
CCN1CCCC1CNC(=O)C(=O)Nc1ccccc1OC (stereo not drawn),-27,37
O=C(O)c1oc2ccccc2c1CSc1ccccn1,-43,28
CSc1nc(N2CCOCC2)c2ccccc2n1,0,46
COc1ccc(S(=O)(=O)N2CCOCC2)cc1C(=O)Nc1cc(C)on1,-28,24
CCc1nnc(NC(=O)CSc2nnnn2-c2cccc(C(=O)OC)c2)s1,-82,67
CCOc1ccc(NC(=O)CN(C)c2nnnn2-c2ccccc2)cc1OCC,-35,55
Cc1cc(=O)[nH]c(Sc2c(-c3ccccc3)c3ccccc3[nH]c2=O)n1,-41,29
Cc1ccc(NC(=O)CN(C)S(=O)(=O)c2cccc3nsnc23)cc1,12,30
O=C(Cc1ccccc1)N1CCC(c2nc(-c3ccc(F)cc3)no2)CC1,20,27
Cn1c(CCNC(=O)OC(C)(C)C)n[nH]c1=S,29,26
CCOc1cc(-c2noc(-c3cccnc3)n2)ccc1OC,0,44
CCCS(=O)(=O)N1CCCC(C(=O)NCCN2CCC(Cc3ccccc3)CC2)C1 (stereo not drawn),23,16
C=CCn1c(O)c(C=Nc2ccc(Cc3ccncc3)cc2)c(=O)[nH]c1=S,51,15
c1cc2c(cc1Oc1nc(N3CCOCC3)nc(N3CCOCC3)n1)OCO2,-92,36
CCc1nnc2n1N=C(c1ccc(OC)cc1)CS2,44,11
Cc1sc2ncn3cnnc3c2c1C,11,25
O=C(c1cn(CC(=O)N2CCCCC2)c2ccccc12)C1CC1,-19,39
CCn1c(C)c(C(C)=O)c(N2CCN(c3ccccn3)CC2)nc1=S,-33,27
O=C(Oc1cccnc1)c1cc2ccccc2oc1=O,-6,21

# Rewritten with each value named: part of the list above.
Cc1nc2cc(Nc3nnc(-c4ccccc4)c4ccccc34)ccc2n1C
  Htt clearance = -95
  Htt clearance grain fraction = 60

C=CCSc1nc2c(c(C3CC=CCC3)c1C#N)CCC2 (stereo not drawn)
  Htt clearance = -8
  Htt clearance grain fraction = 20

CC1(C)Cc2noc(N)c2C(C)(C)N1OC(=O)c1ccco1
  Htt clearance = -42
  Htt clearance grain fraction = 27

# Following part
SMILES,Htt clearance,Htt clearance grain fraction
CCc1nc(SCC(=O)Nc2cccc(C(F)(F)F)c2)c2c(=O)n(C)c(=O)n(C)c2n1,-4,37
O=C(c1ccco1)N1CCN(c2ncnc3sc4c(c23)CCC4)CC1,16,29
CC(=O)n1c2ccccc2c2nc(NC(C)C)sc21,40,21
CCCN(CCC)C(=O)c1c(NC(=O)CC)sc2c1CCCCC2,2,17
Cc1nc(CSc2nc3[nH]ncc3c(=O)n2-c2ccccc2)cs1,17,15
O=C(COc1ccc(/C=N/NS(=O)(=O)c2ccccc2)cc1)Nc1cccc(Cl)c1,36,20
CC(=O)c1cccc(NC(=O)NCc2ccccn2)c1,45,11
CC12CCCCC1c1ccccc1C(=NCC(=O)O)N2 (stereo not drawn),-50,51
CC(=O)NCCn1c(SCc2ccccc2F)nc2ccccc2c1=O,0,37
O=C(c1c(F)c(F)c(F)c(F)c1F)N1CCN(c2cccc(C(F)(F)F)c2)CC1,-35,22
O=C(NCc1ccco1)C1CCC(N2C(=O)c3ccccc3C2=O)CC1 (stereo not drawn),-27,50
COc1ccc(N2CCN(c3oc(-c4ccccc4OC)nc3C#N)CC2)cc1,25,26
COc1ccc(CN2CCN(C(=O)c3cc(OC)c(OC)c(OC)c3)CC2)cc1OC,16,31
CCOC(=O)C1=C(C)N(C)C(=O)NC1c1ccc(C)s1 (stereo not drawn),-103,34
CCC(CC)C(=O)Nc1cc(C(=O)OC)cc(C(=O)OC)c1,-16,21
COc1ccc(CCNC(=O)CC2Nc3ccccc3NC2=O)cc1 (stereo not drawn),-35,49
COC(=O)CCc1c(C)c(C#N)c2nc3ccccc3n2c1N1CCCC1,8,16
CCOC(=O)C1=C(CN2CCN(c3ccc(F)cc3)CC2)NC(=O)NC1c1cccs1 (stereo not drawn),21,16
O=C(O)C1CCCCC1C(=O)Nc1ccc2c(c1)OCCO2 (stereo not drawn),-4,46
COc1ccccc1-c1cc(C(=O)NCCc2ccccc2)no1,79*,4.2*
Cn1c(=O)oc2cc(S(=O)(=O)NCCC(=O)N3CC=C(c4ccccc4)CC3)ccc21,49,19
Cc1oc(-c2ccc(Cl)cc2)nc1CSCC(=O)NCCCN1CCOCC1,8,34
CCOC(=O)c1cnc(SCC(C)C)nc1N,-58,63
OCCN(Cc1ccccc1)Cc1cccc(Cl)c1Cl,-1,44
CCOC(=O)c1sc(NC(=O)c2ccc(CC)s2)nc1C,-23,24

# (list continues)
SMILES,Htt clearance,Htt clearance grain fraction
CNC(=O)c1[nH]cnc1C(=O)Nc1ccccc1OC,22,14
O=C(CSc1nc(-c2ccc(F)cc2)cs1)N1CCc2ccccc21,-50,45
CC1CN(c2oc(-c3ccccc3Cl)nc2C#N)CC(C)O1 (stereo not drawn),58,16
CCOc1cc2nc(-c3ccc(OC)c(OC)c3)nc(N3CCOCC3)c2cc1OC,22,25
Brc1ccc(-c2nnc(SCCC3OCCCO3)o2)cc1,-49,50
CCc1ccc(CNc2ccc(N3CCN(C(C)=O)CC3)cc2)cc1,-32,22
O=S(=O)(NCc1cccs1)c1cccc(S(=O)(=O)N2CCCCC2)c1,29,24
COCCN1C(=O)c2ccccc2C(C(=O)NCC2CCCO2)C1c1c[nH]c2ccccc12 (stereo not drawn),10,17
O=S(=O)(c1cc(Cl)ccc1Br)N1CCOCC1,61,7.5
COc1ccccc1CNC(=O)C1CCN(S(=O)(=O)c2cccc3cccnc23)CC1,-32,47
CCc1nc2c(cnn2-c2ccc(F)cc2)c(=O)n1-c1ccc(N2CCC(C)CC2)cc1,18,37
CC(=O)Nc1ccc(N(C(=O)c2cnccn2)C(C(=O)NC2CCCCC2)c2ccc(O)cc2)cc1 (stereo not drawn),11,33
Cc1ccc(C(=O)C2C(=O)c3ccccc3C2=O)cc1,-77,63
COC(=O)Cc1c(C)nc2nc(NCc3ccccc3OC)[nH]n2c1=O,-42,57
O=C(CCSc1ccccc1)N1CCN(C(=O)c2ccco2)CC1,-28,25
O=C(Nc1ccccc1)NC1(C(=O)NCc2ccc3c(c2)OCO3)CCCCC1,-7,19
COc1cc(-c2nnc(-c3ccncc3)o2)ccc1OCc1ccccc1,0,35
COC(=O)c1c[nH]n2c(=O)cc(C)nc12,-5,19
CCCCn1nnnc1SCC(=O)NCc1ccco1,-43,44
Cn1c(-n2c(-c3ccco3)nc3ccccc3c2=O)nc2ccccc21,29,24
O=C1c2ccccc2C(=O)N1CCc1nc2ccccc2c(=O)n1-c1ccccn1,-36,25
O=C(c1ccco1)N1CCN(C(c2ccccc2Cl)c2nnnn2CC2CCCO2)CC1 (stereo not drawn),-20,24
CCN(CC)S(=O)(=O)c1ccc(NC(=O)CSc2nnc(-c3ccc(F)cc3)o2)cc1,37,12
CNS(=O)(=O)c1ccc(OC)c(-c2nnc3c4ccccc4c(C)nn23)c1,4,36
CN(C)C(=O)CSc1nnc(CCN)o1,-32,46

# (continued)
SMILES,Htt clearance,Htt clearance grain fraction
Cc1cccc(OCC(=O)Nc2ccc(N3CCN(S(C)(=O)=O)CC3)cc2)c1,25,16
O=C(CSc1nnc2c(n1)[nH]c1ccc(F)cc12)OCc1ccccc1,-23,24
O=C(NCC(=O)N(Cc1cccs1)C(C(=O)NC1CCCCC1)c1ccco1)c1cccs1 (stereo not drawn),9,17
CCOC(=O)Cn1c(CN(Cc2ccccc2)Cc2ccccc2)nc2c1c(=O)n(C)c(=O)n2C,-22,40
CCC(=O)N1CCN(c2cc(C)ccc2C)CC1,-20,46
COc1ccc(NC(=O)C2CC(=O)N(c3cc(C)ccc3C)C2)cc1 (stereo not drawn),-5,21
O=c1c2ccccc2nnn1CSc1nc2cc(Cl)ccc2c(=O)n1Cc1ccco1,24,15
O=C(Nc1ccccc1F)c1ccc(S(=O)(=O)NCC2CCCO2)cc1 (stereo not drawn),2,34
Cc1ccc(-n2nc(C)c3c(C)c(CCC(=O)NCc4ccccc4)c(C)nc32)cc1,-2,42
Nc1nc(CSCc2ccccc2)nc(N2CCOCC2)n1,4,19
CCOc1ccc(N(CC(=O)NCc2cccc(OC)c2)S(=O)(=O)c2c(C)noc2C)cc1,-10,22
Cc1ccc(S(=O)(=O)/C(C#N)=C/c2c(N3CCN(C)CC3)nc3ccccn3c2=O)cc1,24,27
COc1ccc(-n2nnc3c(SCC(=O)NCc4ccco4)ncnc32)cc1,-11,43
Cc1nc2ccccc2c(=O)n1CC(=O)N1CCOCC1,-42,29
COc1ccc(N2CCN(c3nc(NCCO)nc(N4CCOCC4)n3)CC2)cc1,54,9.3
CCOC(=O)CCCc1sc(N)nc1-c1[nH]c(=O)[nH]c1C,20,27
O=C(COc1ccccc1F)Nc1ccc(S(=O)(=O)NCc2ccco2)cc1,18,30
COc1ccc(-c2nnc(SC(C)C(=O)Nc3nccs3)n2-c2ccccc2)cc1OC (stereo not drawn),-226,64
CSc1ccccc1NC(=O)Nc1ccccc1,2,17
Cc1ccc(CN2C3=NCCCN3c3ccccc32)cc1,-84,35
Nc1ncnc2nc(N3CCN(C(=O)c4ccccc4)CC3)[nH]c12,-1,21
CCOC(=O)N1C(=O)c2cc(OC)ccc2S1(=O)=O,21,16
Cc1cc(C)n(CCO)c(=O)n1,-19,43
CCOC(=O)c1ccccc1NC1OC(=O)c2ccccc21 (stereo not drawn),17,28
COC(=O)c1sc(NC(=O)COc2ccccc2OC)nc1C,-52,26

# Next part:
SMILES,Htt clearance,Htt clearance grain fraction
CCCc1nc(SCC(=O)NNC(=O)C2CCCCC2)c2ccccc2n1,30,21
O=C(O/N=C/C1=C(Cl)c2ccccc2CC1)c1ccc(F)cc1,-55,59
CCOCCCNC(=O)C(NC(=O)c1ccc2c(c1)OCO2)c1ccc(OC)cc1 (stereo not drawn),9,35
CCCC(=O)Nc1nc2ccc(OCC)cc2s1,6,30
CC(C)c1nc(N2CCOCC2)c(C#N)c2c1COC(C)(C)C2,13,32
CC(C)CC(NC(=O)C(NC(=O)OC(C)(C)C)C(C)C)C(=O)NC(CCC(=O)OCc1ccccc1)C(N)=O (stereo not drawn),0,20
Nc1nc(CN2CCN(c3ccccn3)CC2)nc(Nc2ccc(F)cc2)n1,-88,66

# Ordered by formula weight (largest number first): part of the list above.
SMILES,Htt clearance,Htt clearance grain fraction
CC(C)CC(NC(=O)C(NC(=O)OC(C)(C)C)C(C)C)C(=O)NC(CCC(=O)OCc1ccccc1)C(N)=O (stereo not drawn),0,20
CCOCCCNC(=O)C(NC(=O)c1ccc2c(c1)OCO2)c1ccc(OC)cc1 (stereo not drawn),9,35
Nc1nc(CN2CCN(c3ccccn3)CC2)nc(Nc2ccc(F)cc2)n1,-88,66
O=C(O/N=C/C1=C(Cl)c2ccccc2CC1)c1ccc(F)cc1,-55,59
CC(C)c1nc(N2CCOCC2)c(C#N)c2c1COC(C)(C)C2,13,32
CCOC(=O)c1ccccc1NC1OC(=O)c2ccccc21 (stereo not drawn),17,28

# Some of the compounds tested; rates above refer to the full screens.
